Screening results: PubChem, several laboratories
BoNT-A LC inh2: BoNT/A light chain protease inhibitors, primary screen, biochemical, flow cytometry, MLPCN library; Botulinum neurotoxin type A light chain protease (Clostridium botulinum A str. ATCC 3502); multiplex microsphere protease substrate cleavage; inhibition, % at 10 µM; 0.17% of 360,000 active; AID 588499, 2011; also: plate controls were buffer without enzyme for full effect and enzyme alone for no effect
BioA inh: M. tuberculosis BioA enzyme inhibitors, primary screen, biochemical, plate reader, single point, HTS; 7,8-diaminopelargonic acid synthase BioA (Mycobacterium tuberculosis); purified M. tuberculosis BioA enzyme; inhibition, % at 9.99 µM; 0.096% of 360,000 active; AID 602481, 2012; in the data active = inhibition above about 40%
GDH-TPI counter: GDH-TPI coupling enzyme inhibitors, primary screen, artefact control for M. tuberculosis FBA inhibitor project, biochemical, absorbance, full deck. GDH-TPI coupled enzyme counterscreen, NADH absorbance. inhibition, % at 4.8 µM. 1.2% of 360,000 active. AID 588335, 2011; in the data active = inhibition above about 30%;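 also: 0% = DMSO wells and 100% = wells lacking the enzyme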
Anthrax LF prot: Bacillus anthracis LF protease inhibitors, primary screen, biochemical, multiplex microsphere, MLPCN library; Lethal factor (Bacillus anthracis), P15917; multiplex microsphere protease cleavage assay; AID 588501, 2011; 0.12% of 360,000 active; inhibition, % at 10 µM; also: plate controls were buffer without enzyme for full effect and enzyme alone for no effect
Mtb FBA inh: Mtb FBA enzyme inhibitors, primary screen, biochemical, fluorescence, strain H37Rv; purified M. tuberculosis FBA, fluorescence read-out; AID 588726, 2011; 2.3% of 360,000 active; inhibition, % at 1 µM; in the data active = inhibition above about 27%;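 also: 0% = vehicle and 100% = reference inhibitor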
Target sequence (P9WQA3 whole entry, looked up): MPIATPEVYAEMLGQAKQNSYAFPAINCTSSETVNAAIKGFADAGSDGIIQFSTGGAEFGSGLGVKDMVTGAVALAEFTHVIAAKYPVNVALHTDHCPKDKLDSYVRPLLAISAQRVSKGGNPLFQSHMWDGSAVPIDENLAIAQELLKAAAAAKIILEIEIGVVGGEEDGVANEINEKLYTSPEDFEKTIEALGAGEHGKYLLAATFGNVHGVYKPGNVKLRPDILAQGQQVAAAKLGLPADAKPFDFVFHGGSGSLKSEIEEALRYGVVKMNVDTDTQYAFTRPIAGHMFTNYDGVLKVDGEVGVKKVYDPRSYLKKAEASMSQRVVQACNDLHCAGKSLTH
BoNT-F LC inh: BoNT/F light chain protease inhibitors, primary screen, biochemical, flow cytometry, MLPCN library; AID 588497, 2011; 0.22% of 360,000 active; inhibition, % at 10 µM; Multiplex microsphere protease cleavage assay; Botulinum neurotoxin type F light chain protease (Clostridium botulinum); in the data active = inhibition above about 35%, passing the limit was not always enough; also: plate controls were buffer without enzyme for full effect and enzyme alone for no effect
PfHsp40 rescue: rescue of yeast from PfHsp40 toxicity, primary screen, S. cerevisiae, ATP luminescence | 0.68% of 340,000 active | AID 504582, 2011 | S. cerevisiae expressing PfHsp40, growth rescue | growth rescue, % at 12.5 µM; in the data active = growth rescue above about 28%, passing the limit was not always enough;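 also: yeast W303a lacking pdr1 and pdr3 grown in galactose medium; growth measured after three days at 30 °C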
UGM FP inh: M. tuberculosis UGM enzyme inhibitors, primary screen, biochemical, fluorescence polarization, single point; UDP-galactopyranose mutase (Mycobacterium tuberculosis (strain ATCC 25618 / H37Rv)), …; purified UGM, fluorescence polarization probe displacement; inhibition, % at 10 µM; 0.06% of 320,000 active; in the data active = inhibition above about 10%, passing the limit was not always enough
Target sequence (P9WIQ1 whole entry, looked up): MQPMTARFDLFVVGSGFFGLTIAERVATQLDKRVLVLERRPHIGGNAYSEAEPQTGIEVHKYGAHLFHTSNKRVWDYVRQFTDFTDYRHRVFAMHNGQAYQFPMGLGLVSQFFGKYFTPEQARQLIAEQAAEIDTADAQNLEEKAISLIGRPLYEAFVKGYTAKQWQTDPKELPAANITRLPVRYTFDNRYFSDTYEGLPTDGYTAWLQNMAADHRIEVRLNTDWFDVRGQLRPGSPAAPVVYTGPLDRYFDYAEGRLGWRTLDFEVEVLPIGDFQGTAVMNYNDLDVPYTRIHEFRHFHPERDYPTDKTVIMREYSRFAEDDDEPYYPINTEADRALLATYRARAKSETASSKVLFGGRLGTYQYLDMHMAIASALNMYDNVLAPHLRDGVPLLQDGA
FadD28 binding: inhibitors of FadD28 bisubstrate probe binding, primary screen, biochemical, fluorescence polarization, single point. Mycobacterium tuberculosis FadD28 fatty-acid-AMP ligase. inhibition, % at 12.5 µM. 0.22% of 360,000 active. AID 588549, 2011; in the data active = inhibition above about 8.5%, passing the limit was not always enough
* = called active by the depositor; / = no result given. Rule as the data show it, unless noted: active = inhibition above about 30%; inconclusive = no clear call, values can overlap the other calls; inactive = below that.

(1) CCOCCn1c(SCc2ccc(F)cc2)nc2c1c(=O)[nH]c(=O)n2C
(2) CCn1c(C)c(C(=O)O)c2cc(OC)c3ccccc3c21
(3) Cc1ncc(CNC(=O)N(CCCl)N=O)c(N)n1
(4) Cc1nn(C(=O)N2CCOCC2)c(C)c1C
(5) NC(=O)c1ncn([C@@H]2O[C@H](CNCc3cccn3-c3ccncc3)[C@@H](O)[C@H]2O)n1
(6) O=C(NCC1CCN(Cc2ccc(Cl)cc2)CC1)C1CCCN(c2ncnc3c2nc2n3CCCCC2)C1 (configuration not stated)
Compound | 1 | 2 | 3 | 4 | 5 | 6
BoNT-A LC inh2 | 5.6 | 0.9 | 0.2 | -0.4 | -0.3 | -2.7
BioA inh | -1.1 | 0.1 | 0.0 | -1.2 | -1.5 | -0.4
GDH-TPI counter | 5.3 | 2.9 | -11.9 | 8.2 | 8.5 | -3.0
Anthrax LF prot | -0.8 | -0.6 | 2.9 | -1.1 | 0.1 | -1.6
Mtb FBA inh | -0.1 | 24.3 | 0.5 | 0.0 | 13.7 | 1.1
BoNT-F LC inh | 7.9 | 26.7 | 0.7 | -17.7 | -5.2 | -6.3
PfHsp40 rescue | 0.2 | -1.6 | 1.0 | -1.2 | -1.2 | 0.7
UGM FP inh | 3.9 | 1.6 | -3.2 | 1.0 | / | 2.9
FadD28 binding | -0.6 | 0.5 | -3.8 | 0.4 | -2.4 | -3.4

(7) Cc1cc(F)ccc1-c1cc(C(=O)NCc2ccccc2)[nH]n1
(8) Cc1cc(C)nc(SCC(=O)Nc2sc3c(c2C#N)CCC(C)C3)n1 (configuration not stated)
(9) O=C(CCS(=O)(=O)c1ccc2c(c1)NC(=O)CS2)NCCc1ccccc1
(10) Cc1c(C(=O)N2CCC(C)CC2)oc2ccc(S(=O)(=O)N3CCC4(CC3)OCCO4)cc12
(11) CCOC(=O)c1sc(Nc2nc3c(OC)cccc3s2)cc1C
(12) CC(Sc1nc(-c2ccccc2)cc(C(F)(F)F)n1)C(=O)Nc1ccc2c(c1)OCO2 (configuration not stated)
Compound | 7 | 8 | 9 | 10 | 11 | 12
BoNT-A LC inh2 | 0.4 | -1.2 | -0.3 | 0.2 | 1.5 | -0.1
BioA inh | 0.1 | -0.1 | -0.9 | 0.3 | / | /
GDH-TPI counter | 7.4 | 9.9 | 6.0 | 3.3 | 21.6 | 9.4
Anthrax LF prot | -3.2 | -5.2 | 0.5 | -3.2 | -2.9 | -1.7
Mtb FBA inh | 5.2 | 0.7 | 3.5 | 0.6 | 16.0 | 1.7
BoNT-F LC inh | -3.0 | -25.9 | 0.8 | -7.0 | -0.3 | -3.5
PfHsp40 rescue | / | 2.1 | -0.4 | 0.1 | 1.4 | 0.1
UGM FP inh | / | 1.1 | 1.5 | -1.4 | -1.6 | 0.3
FadD28 binding | -2.1 | -2.1 | -0.7 | -3.2 | -2.8 | -1.2

Given with values under each structure: part of the list above.
Below each compound – BoNT-A LC inh2	BioA inh	GDH-TPI counter	Anthrax LF prot	Mtb FBA inh	BoNT-F LC inh	PfHsp40 rescue	UGM FP inh	FadD28 binding
7) Cc1cc(F)ccc1-c1cc(C(=O)NCc2ccccc2)[nH]n1
  0.4	0.1	7.4	-3.2	5.2	-3.0	/	/	-2.1
8) Cc1cc(C)nc(SCC(=O)Nc2sc3c(c2C#N)CCC(C)C3)n1 (configuration not stated)
  -1.2	-0.1	9.9	-5.2	0.7	-25.9	2.1	1.1	-2.1

Continuation:
(13) CCOc1ccccc1N(CC(=O)Nc1cc(OC)ccc1OC)S(C)(=O)=O
(14) CC(=O)c1ccc(N2CCN(C(=O)C3CCCN(S(=O)(=O)c4c(C)[nH]c(=O)[nH]c4=O)C3)CC2)cc1 (configuration not stated)
(15) COc1ccc(S(=O)(=O)N2CCN(c3ccc(F)cc3)CC2)cc1OC
(16) N=c1n(CCN2CCOCC2)c2ccccc2n1CC(O)COc1ccccc1 (configuration not stated)
(17) COc1cccc(NC(=S)NNC(=O)Cn2nc(C(F)F)cc2C(F)F)c1
(18) Cc1csc(NC(=O)CCNC(=O)c2ccc([N+](=O)[O-])cc2)n1
Compound | 13 | 14 | 15 | 16 | 17 | 18
BoNT-A LC inh2 | -0.7 | 2.6 | -0.7 | 0.6 | 0.0 | 0.2
BioA inh | 0.6 | / | -1.4 | 0.0 | / | 1.7
GDH-TPI counter | 3.1 | 23.4 | 10.4 | 7.7 | 1.9 | 3.7
Anthrax LF prot | -5.3 | 0.0 | 6.3 | -0.5 | -0.2 | -3.2
Mtb FBA inh | -2.5 | 3.6 | -5.1 | 0.9 | 2.7 | 1.9
BoNT-F LC inh | -1.9 | 8.0 | 25.2 | 6.6 | 1.3 | -8.5
PfHsp40 rescue | 0.5 | 0.6 | 0.7 | -1.1 | -0.3 | 0.4
UGM FP inh | -1.6 | 0.1 | -2.2 | 0.1 | 1.6 | 0.1
FadD28 binding | 0.4 | 1.0 | -1.9 | -1.8 | -1.6 | -1.2

(19) CSc1ccccc1C(=O)C1CCCN(Cc2cccc(C)n2)C1 (configuration not stated)
(20) COc1cc(C)c(S(=O)(=O)n2nnc3ccccc32)cc1C
(21) COC(=O)[C@@]1(Cc2ccc(F)cc2)[C@H]2c3cc(C(=O)N4CCCC4)n(CCCNc4ncc(C(F)(F)F)cc4Cl)c3C[C@H]2CN1C(=O)c1ccccc1
(22) CCOc1ccc(C(=O)N2CCCC(c3nc(-c4ccc(C)o4)no3)C2)cc1 (configuration not stated)
(23) CCOC(=O)Cn1c(=O)oc2cc(S(=O)(=O)Nc3ccc(N(CC)CC)cc3C)ccc21
(24) CC(CNc1nc2ccc(Cl)cc2n2cnnc12)c1ccccc1 (configuration not stated)
(25) CCCCN1C(=S)NC[C@@H]1C(C)CC (some centres not stated)
(26) C=CCc1cccc2cc(C(=O)OCC)c(=O)oc12
(27) COc1ccccc1CN1CC(C(=O)N(C)Cc2ccncc2C)CCC1=O (configuration not stated)
Compound | 19 | 20 | 21 | 22 | 23 | 24 | 25 | 26 | 27
BoNT-A LC inh2 | 1.3 | -0.7 | -0.4 | -1.3 | -0.8 | -0.9 | -0.1 | 0.4 | 4.4
BioA inh | / | -4.3 | 0.4 | -0.1 | -1.2 | -1.1 | -0.3 | 2.1 | 4.3
GDH-TPI counter | 6.3 | 10.7 | -0.5 | -0.4 | 11.9 | 3.7 | -4.3 | 10.2 | -2.1
Anthrax LF prot | 2.6 | -5.6 | 2.6 | -3.2 | -8.7 | -13.6 | -7.9 | 1.6 | -1.9
Mtb FBA inh | 4.4 | 1.6 | -2.3 | -2.7 | 2.0 | -3.6 | -0.8 | 10.7 | -1.0
BoNT-F LC inh | -3.5 | -6.9 | -0.2 | -13.3 | -3.6 | 1.0 | 4.6 | 3.9 | -0.6
PfHsp40 rescue | -0.4 | -0.7 | -1.2 | -1.4 | 0.9 | -0.6 | -0.7 | 0.3 | 0.2
UGM FP inh | 1.5 | -2.0 | -3.4 | -2.0 | -0.2 | 1.0 | 1.4 | -2.2 | 2.4
FadD28 binding | -1.6 | 0.1 | -1.5 | -1.9 | -1.0 | -4.0 | -3.7 | -3.5 | -2.3

Arranged by formula weight (low to high): part of the list above
(25) CCCCN1C(=S)NC[C@@H]1C(C)CC (some centres not stated)
(26) C=CCc1cccc2cc(C(=O)OCC)c(=O)oc12
(20) COc1cc(C)c(S(=O)(=O)n2nnc3ccccc32)cc1C
(18) Cc1csc(NC(=O)CCNC(=O)c2ccc([N+](=O)[O-])cc2)n1
(24) CC(CNc1nc2ccc(Cl)cc2n2cnnc12)c1ccccc1 (configuration not stated)
(19) CSc1ccccc1C(=O)C1CCCN(Cc2cccc(C)n2)C1 (configuration not stated)
(15) COc1ccc(S(=O)(=O)N2CCN(c3ccc(F)cc3)CC2)cc1OC
(27) COc1ccccc1CN1CC(C(=O)N(C)Cc2ccncc2C)CCC1=O (configuration not stated)
Compound | 25 | 26 | 20 | 18 | 24 | 19 | 15 | 27
BoNT-A LC inh2 | -0.1 | 0.4 | -0.7 | 0.2 | -0.9 | 1.3 | -0.7 | 4.4
BioA inh | -0.3 | 2.1 | -4.3 | 1.7 | -1.1 | / | -1.4 | 4.3
GDH-TPI counter | -4.3 | 10.2 | 10.7 | 3.7 | 3.7 | 6.3 | 10.4 | -2.1
Anthrax LF prot | -7.9 | 1.6 | -5.6 | -3.2 | -13.6 | 2.6 | 6.3 | -1.9
Mtb FBA inh | -0.8 | 10.7 | 1.6 | 1.9 | -3.6 | 4.4 | -5.1 | -1.0
BoNT-F LC inh | 4.6 | 3.9 | -6.9 | -8.5 | 1.0 | -3.5 | 25.2 | -0.6
PfHsp40 rescue | -0.7 | 0.3 | -0.7 | 0.4 | -0.6 | -0.4 | 0.7 | 0.2
UGM FP inh | 1.4 | -2.2 | -2.0 | 0.1 | 1.0 | 1.5 | -2.2 | 2.4
FadD28 binding | -3.7 | -3.5 | 0.1 | -1.2 | -4.0 | -1.6 | -1.9 | -2.3

(17) COc1cccc(NC(=S)NNC(=O)Cn2nc(C(F)F)cc2C(F)F)c1
(21) COC(=O)[C@@]1(Cc2ccc(F)cc2)[C@H]2c3cc(C(=O)N4CCCC4)n(CCCNc4ncc(C(F)(F)F)cc4Cl)c3C[C@H]2CN1C(=O)c1ccccc1
Compound | 17 | 21
BoNT-A LC inh2 | 0.0 | -0.4
BioA inh | / | 0.4
GDH-TPI counter | 1.9 | -0.5
Anthrax LF prot | -0.2 | 2.6
Mtb FBA inh | 2.7 | -2.3
BoNT-F LC inh | 1.3 | -0.2
PfHsp40 rescue | -0.3 | -1.2
UGM FP inh | 1.6 | -3.4
FadD28 binding | -1.6 | -1.5
